# Assay outcomes from PubChem BioAssay.
# PPARg SRC1 recr = PPARgamma agonists recruiting SRC-1 coactivator, primary screen, biochemical; activation, % at 8 µM; PPARgamma-SRC-1 coactivator recruitment biochemical assay; actives 0.41% (n = 200,000); in the data active = activation above about 19%;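 also: 0% = DMSO and 100% = reference agonist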
# Target sequence (P37231 whole entry, looked up): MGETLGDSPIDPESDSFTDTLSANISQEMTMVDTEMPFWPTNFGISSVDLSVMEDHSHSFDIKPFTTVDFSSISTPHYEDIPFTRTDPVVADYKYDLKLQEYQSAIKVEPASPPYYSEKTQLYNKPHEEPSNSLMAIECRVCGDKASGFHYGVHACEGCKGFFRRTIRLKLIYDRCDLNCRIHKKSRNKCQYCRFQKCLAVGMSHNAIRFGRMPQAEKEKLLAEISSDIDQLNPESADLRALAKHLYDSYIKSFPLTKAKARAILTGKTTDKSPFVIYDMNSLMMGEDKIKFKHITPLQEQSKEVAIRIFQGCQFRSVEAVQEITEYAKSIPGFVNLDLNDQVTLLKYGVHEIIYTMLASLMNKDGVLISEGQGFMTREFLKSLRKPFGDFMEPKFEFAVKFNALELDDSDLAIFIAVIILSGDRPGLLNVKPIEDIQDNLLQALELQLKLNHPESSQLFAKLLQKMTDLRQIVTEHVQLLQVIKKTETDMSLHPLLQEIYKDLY
# STAT3 act = IL-6 driven STAT3 reporter potentiators, primary screen, U3A cells, luciferase, luminescence, MLSCN library; IL-6 STAT3-luciferase reporter; 100% = signal with IL-6 EC80 alone; activation (% of control), % at 5.6 µM; actives 0.91% (n = 190,000);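 active = activation above the screen-wide mean of compound activation plus 3 SD, cut at about 130% in these data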;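 also: 0% = background luminescence of wells with medium and substrate only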
#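 Material: STAT3-luciferase reporter U3A cells. Controls: IL-6-treated wells, 100% activation. Read-out: % activation versus median of IL-6-stimulated wells. Probe or stimulus: IL-6 stimulus at 33 ng/mL final. Timing: compound 1 h, then IL-6 6 h at 37 °C. Signal: reporter luminescence signal.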
# PPARg SRC-2 ag = agonists of PPARg-SRC-2 recruitment, primary screen, biochemical, HTS; actives 0.34% (n = 200,000); AID 1032, 2008; activation, % at 8 µM; PPARgamma LBD-SRC-2 recruitment; Peroxisome proliferator-activated receptor gamma (Homo sapiens), P37231; in the data active = activation above about 22%;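 also: 0% = vehicle and 100% = reference agonist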
# PPARg SRC3 recr = PPARgamma agonists recruiting SRC-3 coactivator, primary screen, biochemical | Peroxisome proliferator-activated receptor gamma (Homo sapiens), P37231 | biochemical PPARgamma/SRC-3 coactivator recruitment assay | activation, % at 8 µM | actives 0.26% (n = 200,000); in the data active = activation above about 23%;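 also: 0% = DMSO and 100% = reference agonist; some compounds past the cut are filed as inactive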
# RAM inhibit = inhibitors of the yeast RAM network, primary screen, dse1pr::URA3 reporter, 5-FOA selection | AID 868, 2007 | S. cerevisiae dse1pr::URA3 reporter, 5-FOA growth OD615, 2 d; analog-sensitive cbk1-as2 kinase mutant strain | inhibition, % at 50 µM | actives 1.8% (n = 190,000);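 active = inhibition above a set limit, 3 SD over mean compound inhibition, cut at about 8.4% in these data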;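 also: 0% = DMSO-only wells with no growth and 100% = 10 µM 1-NA-PP1 full growth; inhibition rescues growth on 5-FOA so higher OD means more RAM inhibition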
# STAT3 inh = IL-6 driven STAT3 reporter inhibitors, primary screen, U3A cells, luciferase, luminescence, MLSCN library | IL-6 STAT3-luciferase reporter; host cell line lacks STAT1 | inhibition, % at 5.5 µM | actives 0.89% (n = 190,000) | AID 862, 2007;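 active = inhibition above the mean inhibition across all screened compounds plus 3 SD, cut at about 44% in these data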;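 also: 0% = DMSO only wells and 100% = 100 µM nifuroxazide control wells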
# TR-FRET SRC-2 ct = TR-FRET signal artefacts, primary screen, artefact control for PPARgamma SRC-2 agonist project, biochemical. actives 0.4% (n = 200,000). TR-FRET artefact counter-screen; stronger effect = higher value. TR-FRET ratio at 8 µM. AID 1049, 2008; in the data active = TR-FRET ratio above about 2000; also: inactives centre near 1500
# ROMK primary = ROMK potassium channel modulators, primary screen, cell-based, thallium flux, MLSMR library; Tet-inducible ROMK, thallium flux fluorescence; actives lie on both sides; B-score at 10 µM; ATP-sensitive inward rectifier potassium channel 1 (Homo sapiens), P48048; actives 2% (n = 130,000);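 active = signal ratio slope over the read window, or its plate-corrected B-score, at least 3 SD from the plate mean, either direction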;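 also: B-score of the F/F0 ratio slope over 7 to 12 s after thallium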
# TLR4-MyD88 BLA = inhibitors of TLR4-MyD88 association in cells, primary screen, cell-based, HeLa CL3-4, BLA complementation, FRET ratio; Toll-like receptor 4 (Homo sapiens) + Myeloid differentiation primary response protein …; HeLa CL3-4 TLR4/MyD88 BLA complementation; inhibition, % at 8.4 µM; actives 0.18% (n = 200,000); AID 861, 2007; in the data active = inhibition above about 25%;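 also: 0% = vehicle and 100% = reference inhibitor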
# STAT1 blocker = STAT1 signaling inhibitors, primary screen, cell-based, HTS, luciferase reporter | NIH 3T3 STAT1-luciferase reporter, IFN-gamma, luminescence | inhibition, % at 5.5 µM | actives 0.35% (n = 200,000) | AID 920, 2007;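 active = inhibition above a set limit, the mean inhibition across all tested compounds plus 3 SD, cut at about 34% in these data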;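 also: 0% = IFN-gamma with DMSO and 100% = IFN-gamma with 300 µM nifuroxazide; values of inactives mirror those of a sister screen read the other way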
# S1P3 antagonist = S1P3 receptor antagonists, primary screen, cell-based; Sphingosine 1-phosphate receptor 3 (Homo sapiens), Q99500; actives 0.27% (n = 170,000); inhibition, % at 4.98 µM; AID 485, 2006; CHO S1P3 NFAT-BLA reporter, FRET fluorescence, antagonist mode;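 active = inhibition above the plate cutoff, the mean inhibition of test wells on that plate plus 3 SD, cut at about 28% in these data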;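 also: cells challenged with S1P at its EC80 of 0.8 µM; blue over green emission ratio from cleaved BLA substrate after 4 h stimulation; 0% = S1P-stimulated wells and 100% = unstimulated DMSO-only wells; some compounds past the cut are filed as inactive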
# Target sequence (Q99500 whole entry, looked up): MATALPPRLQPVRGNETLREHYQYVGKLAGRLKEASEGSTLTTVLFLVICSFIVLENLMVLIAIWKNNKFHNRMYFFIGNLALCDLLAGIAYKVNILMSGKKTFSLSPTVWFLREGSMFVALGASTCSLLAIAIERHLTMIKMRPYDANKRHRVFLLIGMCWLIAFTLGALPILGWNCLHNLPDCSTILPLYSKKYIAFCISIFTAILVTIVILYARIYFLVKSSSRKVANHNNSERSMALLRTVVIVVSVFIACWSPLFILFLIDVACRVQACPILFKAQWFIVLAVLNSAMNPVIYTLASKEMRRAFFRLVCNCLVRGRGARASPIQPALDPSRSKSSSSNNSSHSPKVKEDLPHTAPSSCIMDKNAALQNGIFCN
# An asterisk follows results filed as active; x = not tested or not shown.
SMILES,PPARg SRC1 recr,STAT3 act,PPARg SRC-2 ag,PPARg SRC3 recr,RAM inhibit,STAT3 inh,TR-FRET SRC-2 ct,ROMK primary,TLR4-MyD88 BLA,STAT1 blocker,S1P3 antagonist
OC1CCN(c2c3c(nc4cc(-c5cccc(F)c5)nn24)CCCC3)CC1,2,109,-1,-7,-0.4,-4,1397,x,14,-18,x
COc1ccccc1Nc1nc(-c2ccc([N+](=O)[O-])cc2)nc2ccccc12,8,98,6,-4,x,11,1448,x,-3,13,x
Cc1nn(-c2ccccc2)c2c1C(=O)NC(=O)C(C)(C)C2,-10,107,-4,-1,-1.2,-4,1475,-0.52,0,-1,x
NC(=S)c1cc2ccc(O)cc2oc1=O,10,88,11,24,3.6,21,1779,x,-2,1,x
O=[N+]([O-])c1cccc(C=Nc2cc3c(cc2Br)OCCO3)c1,10,98,12,-1,1.6,5,1567,x,-1,4,-12
COc1ccc(CC(=O)Nc2cccc(-c3nnc(-c4ccco4)o3)c2)cc1,-3,88,3,0,4.3,16,1589,-0.24,0,-15,x
COC(=O)c1ccccc1NC(=O)NC1CCCC1,1,106,-5,-1,0.0,-2,1318,0.37,-7,-4,6
COc1ccc(OCC(=O)c2c[nH]c3ccccc23)cc1,15,101,3,-5,3.5,0,1583,-0.41,-16,-2,-15
CCn1c(SCC(=O)OC)nnc1-c1ccncc1,-3,105,2,3,1.7,-2,1400,0.97,3,1,x
FC(F)(F)c1cc(-c2ccccc2)nc(NCC2CCCO2)n1 (configuration not stated),0,99,0,2,0.0,4,1517,0.012,-1,1,x
COc1cc(NC(=S)NCc2ccco2)c(OC)cc1Cl,-9,96,2,0,-0.4,14,1545,0.47,-21,7,2
COC(=O)C1CCN(C(c2cc(OC)c(OC)c(OC)c2)c2sc3nc(C)nn3c2O)CC1 (configuration not stated),6,108,-3,15,0.5,-11,1592,x,19,-4,-36
COc1ccccc1NC(=S)N1CCC(c2nc3cc(C)c(C)cc3[nH]2)CC1,-6,100,4,0,0.8,12,1566,x,12,2,x
COc1ccc(CCN(C(=O)c2ccco2)C(C(=O)NC2CCCC2)c2ccncc2)cc1OC (configuration not stated),-8,105,7,4,2.6,0,1562,0.36,-5,12,-32
Cc1cc(C(=O)c2ccccc2)c(NC(=O)CN2CCOCC2)s1,8,98,4,0,3.2,1,1670,x,5,9,0

# Copied from the list:
# For PPARg SRC-2 ag, COC(=O)C1CCN(C(c2cc(OC)c(OC)c(OC)c2)c2sc3nc(C)nn3c2O)CC1 (configuration not stated) reads -3
# For ROMK primary, COc1cc(NC(=S)NCc2ccco2)c(OC)cc1Cl reads 0.47
# For PPARg SRC-2 ag, COC(=O)c1ccccc1NC(=O)NC1CCCC1 reads -5

# The listing continues:
SMILES,PPARg SRC1 recr,STAT3 act,PPARg SRC-2 ag,PPARg SRC3 recr,RAM inhibit,STAT3 inh,TR-FRET SRC-2 ct,ROMK primary,TLR4-MyD88 BLA,STAT1 blocker,S1P3 antagonist
Cc1cc(NC(=O)COC(=O)c2ccc(S(=O)(=O)N3CCCC3)cc2)no1,5,102,2,0,2.3,-1,1654,-0.38,-8,4,-13
CCCS(=O)(=O)N1CCCC(C(=O)NCCCN2CCN(c3ccccc3F)CC2)C1 (configuration not stated),2,96,10,3,1.6,11,1483,x,0,2,-5
Cc1ccc(-c2ccc(CCC(=O)O)n2CC(=O)O)cc1,6,108,9,0,0.7,-8,1651,-0.047,-2,-1,x
O=C(Nc1nc(-c2cc(F)ccc2F)cs1)c1ccccn1,-2,98,-6,2,1.5,4,1478,1.3*,-3,-28,-13
CC(=O)N1N=C(c2cccc([N+](=O)[O-])c2)OC1c1ccc(Cl)cc1Cl (configuration not stated),1,91,-7,-8,2.3,18,1420,-0.063,6,-5,x
C/C(=N\Nc1ccc([N+](=O)[O-])cc1)c1cccc(N)c1,6,90,11,16,-1.1,18,1683,-0.056,5,-25,x
COc1ccc(CCN2C(=O)CC(NNC(=O)c3ccc(F)cc3)C2=O)cc1OC (configuration not stated),4,107,-3,-4,-1.0,-5,1311,x,9,5,-11
O=C(Nc1ccccc1)c1cnc(-c2ccccc2)nc1-c1ccccc1,9,94,2,20,2.0,14,1548,0.57,-15,10,x
NC(=O)NCC1CC1,8,x,12,-2,-0.5,x,1669,x,1,-4,-19
CCCN1Cc2cccc(C(=O)Nc3ccc(S(=O)(=O)N4CCCCCC4)cc3)c2C1=O,5,104,-3,2,2.6,3,1445,0.38,1,6,x
O=c1nc2n(Cc3ccccc3)c3ccccc3cc-2c(=O)[nH]1,2,99,3,0,-1.2,2,1594,-0.00073,4,-8,-22
Cc1c(NC(=O)c2ccc3c(c2)OCO3)cccc1-c1nc2ncccc2o1,9,79,-2,-5,5.1,32,1601,x,-11,1,0
CCOC(=O)c1ccc(NC(=O)c2cc(S(=O)(=O)N3CCOCC3)ccc2O)cc1,4,92,12,10,7.0,12,1647,-0.22,-15,17,19
CC(C)OP(=O)(OC(C)C)C(NC(=O)c1cccc([N+](=O)[O-])c1)C(N)=O (configuration not stated),1,103,1,7,-0.1,2,1497,0.44,-1,-3,x
OCCN(CCO)c1ncnc2c1oc1ccc(Br)cc12,5,109,8,5,-0.2,-9,1634,x,-11,4,x
C=CCn1c(C)cc(C(=O)CSc2nc3ccccc3c(=O)[nH]2)c1C,-3,81,4,-1,2.2,28,1566,x,-11,-37,-3
COc1ccc(-n2c(SCC(=O)Nc3ccccc3)nnc2-c2ccoc2C)cc1,2,88,6,7,5.5,17,1571,-0.24,3,14,x
COc1ccc(NS(=O)(=O)c2cccc(C(=O)NNC(=O)c3cc(C)oc3C)c2)cc1,0,102,-1,1,1.5,2,1616,1.1,6,6,4
CCOC(=O)c1cc(C(C)=O)n2ccccc12,-5,92,-1,0,2.0,15,1560,x,10,-3,x
CC(Sc1nncn1C)C(=O)Nc1ccccc1-c1ccccc1 (configuration not stated),0,99,2,8,-0.2,6,1559,0.89,-12,6,-4
CC(C)NC(=O)C1CCN(C2CCN(CC3CC=CCC3)CC2)CC1 (configuration not stated),12,104,0,9,2.5,-2,1588,-0.29,0,4,-17
C=C1CC(C)OC(c2ccccc2OCC(O)CN2CCCCC2)C1 (configuration not stated),2,102,6,4,-0.5,1,1644,x,-2,6,16
Cc1oc2cc(O)ccc2c(=O)c1-c1nncn1-c1ccccc1,-2,99,11,2,2.3,8,1587,-4.6*,-2,-1,-5
N/C(=N\OCc1ccc([N+](=O)[O-])cc1)c1ccccn1,0,12,2,1,-0.3,110*,1420,-0.16,6,90*,-4
CCOC(=O)c1c(NC(=O)C(Sc2ccccc2)c2ccccc2)sc(C(N)=O)c1C (configuration not stated),-2,96,0,-7,4.0,16,1591,x,3,1,x
O=[N+]([O-])c1ccc(/C=N/NC(=S)Nc2ccccc2F)o1,9,86,1,5,0.5,21,1596,x,0,-6,-14
CC1CCC(NC(=O)CN(C)S(=O)(=O)c2cnc[nH]2)CC1 (configuration not stated),-4,94,-1,1,3.3,10,1699,0.66,-5,-6,-12
NC(=O)CSc1nnc(CSc2ncccn2)n1-c1ccccc1,-7,99,-2,-4,1.8,12,1521,1.4,6,-6,-7
O=C(c1ccc(F)cc1)C1CCN(C(=S)Nc2ccccc2Cl)CC1,2,92,-1,3,-0.2,15,1566,0.63,0,6,11
Cc1ccc(C(C)C)c(OCc2nn(CC(=O)c3ccc(OC(F)F)cc3)c3[n+]2CCCCC3)c1,2,102,9,5,-1.2,2,1462,-4.2*,10,12,-3

# STAT1 blocker, hit marks shown above
molecule	PPARg SRC1 recr	STAT3 act	RAM inhibit	ROMK primary	TLR4-MyD88 BLA	STAT1 blocker	S1P3 antagonist
N/C(=N\OCc1ccc([N+](=O)[O-])cc1)c1ccccn1	0	12	-0.3	-0.16	6	90*	-4

# Carrying on:
SMILES,PPARg SRC1 recr,STAT3 act,PPARg SRC-2 ag,PPARg SRC3 recr,RAM inhibit,STAT3 inh,TR-FRET SRC-2 ct,ROMK primary,TLR4-MyD88 BLA,STAT1 blocker,S1P3 antagonist
CS(=O)(=O)N(CC(=O)NCCSCc1c(F)cccc1Cl)c1cccc([N+](=O)[O-])c1,4,97,13,5,0.9,5,1475,-0.76,4,13,-26
CN(Cc1cn(C)nc1-c1ccc(Oc2ccccc2)cc1)CC1COCCO1 (configuration not stated),1,103,-8,-2,1.3,1,1624,-0.77,9,7,-16
COCCN1C(=O)C(O)=C(C(C)=O)C1c1ccc(OC)c(OC)c1 (configuration not stated),-4,100,-4,7,0.4,4,1543,0.034,-14,7,28
CCOC(=O)C(=O)Nc1nnc(SCc2ccc(F)cc2)s1,6,94,3,-3,-0.1,10,1628,x,-10,10,-13
CON(c1nc(N(C)C)nc(N(C)C)n1)S(=O)(=O)c1ccccc1Cl,2,113,1,-7,-0.8,-10,1368,x,-4,0,x
O=C(NCC1OCCc2ccccc21)C1COc2ccccc2O1 (configuration not stated),0,90,3,6,2.4,13,1712,1,-5,-4,-8
Cc1cc(C)cc(OCC(=O)Nc2ccc(N3CCCC3)cc2)c1,1,98,4,7,1.0,12,1706,x,-9,4,13
CC1Cc2ccccc2N1CC(=O)NC(=O)NCc1ccco1 (configuration not stated),-1,108,3,2,0.3,-5,1604,-0.086,8,-4,17

# 3 compounds from above with just TLR4-MyD88 BLA, RAM inhibit and STAT3 act.
smiles | TLR4-MyD88 BLA | RAM inhibit | STAT3 act
CN(Cc1cn(C)nc1-c1ccc(Oc2ccccc2)cc1)CC1COCCO1 (configuration not stated) | 9 | 1.3 | 103
COCCN1C(=O)C(O)=C(C(C)=O)C1c1ccc(OC)c(OC)c1 (configuration not stated) | -14 | 0.4 | 100
CCOC(=O)C(=O)Nc1nnc(SCc2ccc(F)cc2)s1 | -10 | -0.1 | 94
